# NPY Y1 blocker: NPY-Y1 receptor antagonists, primary screen, cell-based; Neuropeptide Y receptor type 1 (Homo sapiens), P25929; HEK293-CNG Y1 cells, membrane potential fluorescence; NPY at EC95, then isoproterenol; inhibition, % at 3.6 µM; hit rate 1% among 200,000; AID 1040, 2008;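 active means inhibition above the campaign mean inhibition of all tested compounds plus 3 SD, cut at about 20% in these data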;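 further: 0% = DMSO wells given NPY plus isoproterenol and 100% = isoproterenol alone without NPY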
#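 Assay system: HEK293 Y1/CNG channel cell line; Doses: single compound dose of 3.6 µM, 0.4% DMSO; Timing: dye 3 h, compound 60 min room temperature, stimulation 45 min; Technique: Membrane-potential fluorescent dye readout; Measure: % inhibition of NPY effect.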
# PPC-1+TRAIL kill: compounds killing PPC-1 cancer cells with TRAIL present, primary screen, TRAIL potentiator project, ATPLite luminescence, uHTS. PPC-1 cells + TRAIL, ATPLite viability luminescence. cell killing (% activity), % at 4 µM. hit rate 0.41% among 220,000. AID 1443, 2008;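 active means cell killing above 50% in the first pass at 4 µM, then a duplicate retest at 5 µM averaging 50% or more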;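 further: plate controls were cells with TRAIL plus DMSO for no effect and medium-only wells lacking cells for full effect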
# zfTRPN1 agonist: zebrafish TRPN1 channel agonists, primary screen, cell-based, HEK293, calcium fluorescence. transient receptor potential cation channel N1 (TRPN1/NompC), Danio rerio. HEK293 zebrafish TRPN1-YFP, Fluo-8 calcium fluorescence; 100% = response to 87 µM carbachol. activation, % at 3 µM. hit rate 0.18% among 220,000;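 active means activation above its plate's cutoff, the mean activation of test wells on that plate plus 3 SD, cut at about 19% in these data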;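 further: 0% = DMSO alone and 100% = 87 µM carbachol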
#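 Material: zebrafish TRPN1-YFP in HEK293 cells; Doses: single test compound dose, 3 µM nominal, 0.3% DMSO; Timing: dye loading 1 h at 37 °C, then 30 min room temperature; Technique: intracellular calcium fluorescence with Fluo-8; Benchmarks: high carbachol 87 µM, low DMSO alone.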
# NPY1 pot ag: NPY-Y1 receptor potentiators or agonists, primary screen, cell-based; NPY-Y1 expressing cells, potentiator/agonist activation; Neuropeptide Y receptor type 1 (Homo sapiens), P25929; activation, % at 3.6 µM; hit rate 0.37% among 220,000; in the data active means activation above about 33%, passing the limit was not always enough;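 further: cells stimulated with NPY at EC10 then isoproterenol at EC100; 0% = low agonist plus stimulus and 100% = saturating agonist plus stimulus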
# PGE2 EP2 inh: human EP2 receptor antagonists, primary screen, TR-FRET cAMP, C6 glioma cells; C6 glioma cells expressing human EP2; cells stimulated with saturating PGE2; Prostaglandin E2 receptor EP2 subtype (Homo sapiens), P43116; inhibition, % at 25 µM; hit rate 0.52% among 260,000;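 active means percent inhibition above 40 after rounding to a whole number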;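 further: rat C6 glioma host cells with rolipram phosphodiesterase inhibitor present; the protocol text gives 20 µM as final concentration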
# TRPML3 ag: human TRPML3 channel agonists, primary screen, cell-based, HEK293 TRPML3-YFP, Fluo-8 calcium fluorescence, 3 µM; 100% = the carbachol control signal; activation, % at 3 µM; hit rate 0.29% among 220,000;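 active means activation above its plate's cutoff, the mean activation of the plate's test wells plus 3 SD, cut at about 12% in these data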;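 further: 0% = DMSO only wells and 100% = carbachol wells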
# Target sequence (Q8TDD5 whole entry, looked up): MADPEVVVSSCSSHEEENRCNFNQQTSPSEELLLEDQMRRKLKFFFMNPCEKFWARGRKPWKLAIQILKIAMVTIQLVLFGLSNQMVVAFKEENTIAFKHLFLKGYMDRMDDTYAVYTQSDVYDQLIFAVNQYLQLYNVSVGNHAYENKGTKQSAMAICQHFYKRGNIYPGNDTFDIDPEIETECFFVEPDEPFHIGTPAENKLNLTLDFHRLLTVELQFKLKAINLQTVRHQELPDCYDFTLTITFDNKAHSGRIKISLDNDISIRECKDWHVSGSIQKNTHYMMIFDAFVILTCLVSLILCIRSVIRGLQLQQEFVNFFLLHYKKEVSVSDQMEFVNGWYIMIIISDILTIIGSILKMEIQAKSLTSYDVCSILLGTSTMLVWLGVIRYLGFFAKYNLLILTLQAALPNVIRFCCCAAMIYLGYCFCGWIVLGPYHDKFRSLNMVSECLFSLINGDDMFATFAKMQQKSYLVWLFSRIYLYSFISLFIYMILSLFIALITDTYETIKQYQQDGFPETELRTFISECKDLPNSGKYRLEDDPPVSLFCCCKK
#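 Test system – HEK293 line with stable expression of human TRPML3-YFP channel · Control set – carbachol 87 µM final as high control (100%), DMSO as low control (0%) · Signal – Fluo-8 calcium dye fluorescence, ex 470-495, em 515-575 nm · Incubation – 1-h 37 °C dye load, 5-s basal, 120-s post-compound reads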
# EP2 mod: EP2 receptor modulators, cAMP readout, primary screen, cell-based, HTRF cAMP, PGE2 stimulation | Prostaglandin E2 receptor EP2 subtype (Homo sapiens), P43116 | EP2-expressing cells, cAMP HTRF FRET, PGE2 co-stimulation | induction, % at 25 µM | hit rate 0.83% among 260,000;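 active means compounds whose cAMP rise, as percent of the full-agonist control response, exceeds 60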;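 further: rat C6 glioma line stably carrying human EP2 under a CMV promoter; the protocol text gives 20 µM as final concentration; 100% = response of wells given 1 µM PGE2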
# CHOP inhibitor: inhibitors of CHOP promoter induction, primary screen, cell-based, unfolded protein response, luciferase reporter; CHO-K1 CHOP-promoter luciferase, tunicamycin-induced, 15-18 h; inhibition, % at 10 µM; hit rate 3.8% among 220,000;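 active means compounds that reduced the stress-induced luciferase reporter signal by more than about 70% of percent inhibition, limit read from the data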;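 further: 0% = tunicamycin plus vehicle and 100% = wells without tunicamycin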
# 14-3-3 Bad PPI: inhibitors of 14-3-3 zeta/Bad binding, primary screen, biochemical, TR-FRET, bovine 14-3-3 zeta; inhibition, % at 21.7 µM; TR-FRET 14-3-3zeta/Dy647-pBad peptide displacement, 1 h; hit rate 0.71% among 220,000; 14-3-3 protein zeta/delta (Bos taurus), P63103;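 active means inhibition above about 70%, limit read from the data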;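 further: 0% = full 14-3-3 plus peptide FRET controls and 100% = background without 14-3-3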
# Target sequence (P63103 whole entry, looked up): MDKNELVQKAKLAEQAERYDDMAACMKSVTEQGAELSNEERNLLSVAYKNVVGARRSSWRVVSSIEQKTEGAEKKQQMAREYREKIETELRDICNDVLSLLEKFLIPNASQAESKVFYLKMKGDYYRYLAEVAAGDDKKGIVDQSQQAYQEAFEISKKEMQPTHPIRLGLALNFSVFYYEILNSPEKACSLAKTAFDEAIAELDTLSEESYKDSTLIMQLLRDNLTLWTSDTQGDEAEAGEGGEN
# Starred values were filed as active, the others as inactive; nt = not tested or not shown; & = joins results of further samples; [ ] = dose if it differs, or a comment. These rows are one share of the data (hit frequency here may not be typical).
SMILES,NPY Y1 blocker,PPC-1+TRAIL kill,zfTRPN1 agonist,NPY1 pot ag,PGE2 EP2 inh,TRPML3 ag,EP2 mod,CHOP inhibitor,14-3-3 Bad PPI
CCCC(c1nnnn1C(C)(C)CC)N(Cc1ccco1)Cc1cc2ccc(OC)cc2[nH]c1=O (centres undefined),-2.6,17.5,-1.1,-19.9,10.1,0.0,38.8,90.6*,3.7
O=C(Nc1ccc(F)cc1)C1CC(=O)n2cnnc2N1 (centres undefined),-5.4,8.4,0.2,0.1,5.2,0.1,24.6,-1.1,-12.1
CCSc1ccc(C(=O)NCC(=O)O)cc1,nt,20.8,0.8,9.3,8.4,0.6,-6.8,5.1,-0.6
CSc1oc(-c2ccco2)nc1S(=O)(=O)c1ccc(Br)cc1,4.7,7.3,0.2,-4.5,7.1,-0.1,10.1,-7.3,-1.1
CC1(C)Cc2ccccc2-c2nnc(SCC(=O)N3CCN(c4ccccc4)CC3)n21,3.0,29.4,9.6,27.8,9.6,4.5,-16.0,26.4,5.6[fluorescence artefact?]
CC1CCN(c2nc3ccc(C(=O)N4CCN(Cc5ccccc5)CC4)cc3s2)CC1,5.5,7.2,5.4,3.6,12.2,1.5,-5.9,49.9,2.9
COc1ccc(C(C)=O)cc1CSc1nnc2c(Cl)cc(Cl)cn12,-6.6,4.3,-0.3,14.9,2.1,0.2,32.3,29.0,2.4[fluorescence artefact?]
COCCNC(=S)Nc1ccc(S(=O)(=O)Nc2cnc3ccccc3n2)cc1,-3.1,8.4,0.8,-14.9,1.5,1.5,-12.7,1.9,5.8
O=C(NCc1ccccn1)c1ccco1,-0.5,8.3,-1.4,25.6,7.2,0.3,18.5,9.9,-7.1
C=CCc1ccccc1OCC(O)Cn1ccnc1C (centres undefined),3.2,-14.6,0.5,12.0,5.7,0.7,-4.9,17.9,-13.8
COc1ccc(/C=C/C(=O)OCCNC(=O)c2ccncc2)cc1OC,0.1,-2.3,1.0,5.7,3.5,-0.7,16.6,7.8,-16.3
Cc1noc(C)c1S(=O)(=O)N1CCC(C(=O)N(C)Cc2ccccc2)CC1,1.2,18.8,-0.7,-4.2,10.1,-0.6,27.8,-1.5,3.9
CCC1=C2CC[C@H]3C(=O)N(CC)C(=O)[C@H]3[C@H]2[C@@]2(Cc3ccccc3)C(=O)N(Cc3ccccc3)C(=O)N2C1=O,nt,-8.6,nt,nt,12.2,nt,18.5,34.6,-3.8
Cc1ccc(S(=O)(=O)N2CCC(C(=O)OCc3ccc([N+](=O)[O-])cc3)CC2)cc1,1.1,5.6,1.1,-14.4,3.1,3.0,-22.1,8.4,-2.9
COc1nc(N=C(N)N)nc2ccc(C)cc12,9.9,9.2,1.0,-22.0,8.4,0.8,-14.1,-12.5,6.5[fluorescence artefact?]
CCCSc1nsc(NC(=O)CCC)n1,2.1,nt,-0.5,-2.4,12.5&3.3,0.0,-28.2&-4.7,-3.3,3.4
COC(=O)c1[nH]c2cc(OC)ccc2c1NC(=O)CN1CCOCC1,4.1,7.0,1.1,4.5,4.2,0.0,-2.6,-16.3,-12.1
CCc1nnc(NC(=O)C(CC)c2ccccc2)s1 (centres undefined),1.5,-4.8,-0.3,1.9,5.0,0.3,32.5,8.9,1.7
CCOC(=O)c1ccc(NC(=O)CN2CCc3ccccc3C2)cc1,7.6,22.2,-0.2,-43.0,5.4,0.3,2.0,44.5,-6.8
COc1ccc(NCc2nnc(SCC(=O)Nc3ccccc3)n2C)cc1,-1.2,2.4,0.9,-0.9,7.2,0.8,7.3,14.2,-1.3
CCOC(=O)c1cc(NC(=O)N(C(C)C)C(C)C)c(C)nc1C,-2.9,34.0,2.1,-25.1,8.2,1.6,9.1,40.5,-9.7
COc1ccc(/C=C2\NC(=O)C(C=NCc3ccccc3)=C2O)cc1,-5.1,12.0,-0.4,3.9,14.8,0.5,-60.0,26.4,-26.7[fluorescence artefact?]
O=C(O)CCCNCc1ccccc1F,-7.1,-14.3,0.7,-2.3,3.8,0.9,15.0,16.9,3.7
CCOC(=O)c1c(C)[nH]c(C=Nc2ccc(OC)cc2)c1O,2.0,14.8,-0.1,-3.2,7.6,0.1,22.2,-44.2,-5.3
Cc1cccc(-c2nc(CSCC(=O)N3CCN(Cc4ccc5c(c4)OCO5)CC3)c(C)o2)c1,-0.1,-9.6,2.4,-2.3,nt,2.5,-23.2,69.9,2.0
CCOC(=O)C1CCCN(S(=O)(=O)c2ccccc2)C1 (centres undefined),1.7,24.0,-0.2,3.1,1.7,0.3,-1.2,-25.9,-2.4
C[C@]12C[C@H](O)[C@@H]3c4ccc(O)cc4CCC3[C@@H]1CCC2=O (some centres undefined),nt,7.3,1.1,14.1,0.6,1.4,7.0,-1.9,-3.6
COc1cc(-c2cc(N3C(=O)Nc4ccccc4N3O)n[nH]2)cc(OC)c1OC,8.2,-0.3,0.8,0.3,9.2,0.6,23.0,3.5,1.9
CN(C)CCN(Cc1ccccc1)c1ccccn1,-3.6&-1.9,12.6&15.2,-0.1&0.4,-5.7&-6.5,15.1&12.3,1.0&0.3,18.2&31.0,-0.3&-6.0,-4.2&-3.7
CN(CC(=O)NCc1cccc(F)c1)C(=O)c1ccco1,-5.6,1.4,0.8,8.1,11.3,0.8,-2.3,-13.1,-1.8
COCCSc1nnc(NS(=O)(=O)Cc2ccccc2)s1,-9.2,0.2,0.5,0.0,2.9&14.4,1.7,-0.8&-2.9,3.1,11.7
Cc1cccc(N(CC(=O)NCc2ccco2)C(=O)CCC(=O)Nc2nccs2)c1,4.0,0.3,1.1,-6.0,9.3,0.7,27.3,14.0,-0.1
O=C(OC[C@@H]1CCCN2CCCC[C@H]12)c1cc2ccccc2oc1=O,-3.5,33.9,0.9,13.0,9.2,0.1,32.7,14.5,16.7
Cc1cc(=O)[nH]c(N/N=C/C=C/c2ccccc2)n1,6.2,4.6,0.8,-7.7,3.6,0.7,-39.3,-11.1,-2.9
COc1ccc(/C=C2\C(=O)N(c3nc(-c4ccc(Br)cc4)cs3)N=C2c2ccccc2)cc1,7.4,nt,-0.5,0.6,nt,1.1,nt,nt,nt
COC(=O)CN(n1cnnc1)S(=O)(=O)c1ccccc1Cl,0.9,10.7,-0.4,0.9,11.0,0.9,16.6,3.1,-4.0[fluorescence artefact?]
O=C(Nc1ccccc1)C1CC(=O)N(c2ccc3c4c(cccc24)CC3)C1 (centres undefined),-6.1,16.2,4.2,8.5,10.4,0.6,-31.9,20.4,-4.3
Oc1c(Br)cc2oc3c(c2c1CNCc1ccccc1)CCCC3,5.3,11.9,-2.2,4.5,10.2,-0.1,-4.2,15.5,-0.8
N#CCc1c(C#N)c(N)nc(N2CCCC(CO)C2)c1C#N (centres undefined),-2.0,10.3,0.6,-18.2,13.0,0.8,-0.8,9.0,3.9
CN=C(Nc1ccc(Cl)cc1)c1ccc(C(F)(F)F)cc1,9.9,1.8,0.0,-10.5,9.3,7.3,-5.5,5.6,7.5[fluorescence artefact?]
CC(C)C(NC(=O)c1ccco1)C(=O)OCc1cc([N+](=O)[O-])cc2c1OCOC2 (centres undefined),1.7,0.4,0.3,21.8,9.4,0.4,57.5,23.6,-6.4
COc1ccc2[nH]c(C(=O)Nc3ccc4c(c3)OCO4)cc2c1,nt,3.9,2.5,6.0,14.7,0.8,-56.7,-32.1,2.2
COC(=O)Cn1cnc2ccccc2c1=O,8.9,0.1,-0.3,1.9,8.4,0.2,13.8,0.7,-10.0
Cc1ccc(N2CC(C(=O)NCc3ccccn3)CC2=O)cc1 (centres undefined),1.7,8.4,-0.1,-11.3,3.6,0.7,1.9,-3.5,-9.2
CCOc1ccccc1NC(=O)c1ccc2nccnc2c1,-2.0,-0.1,0.0,-12.2,2.4&11.3,0.2,5.1&-8.3,-11.1,3.1
N#Cc1ncn(-c2ccc(Oc3ccccc3)cc2)c1N,5.1,-4.1,0.8,-6.7,10.9,1.2,-19.9,39.2,-15.4
O=c1[nH]c2cccc(Cl)c2n(CCNc2ncc(C(F)(F)F)cc2Cl)c1=O,-3.6,12.2,0.4,-8.2,13.7,0.3,4.8,21.4,6.9
CN(C)S(=O)(=O)c1ccccc1N=C=S,nt,-1.5,-1.0,8.5,3.4,0.9,-3.4,3.2,-2.5
COc1ccc(-c2nc(C(N)=O)c3[nH]c(=O)n(-c4ccccc4OC)c3n2)c(OC)c1,3.6,7.2,1.7,11.6,4.7,-0.3,21.0,6.2,0.7
Cc1ccc2c(c1)N(CCC(=O)NC(C)C)C(=O)CO2,0.9,-1.1,-0.4,-24.4,8.5,-0.3,7.9,-11.6,-2.7
COc1ccc(N(CC(=O)Nc2cccc(N(C)S(C)(=O)=O)c2)S(=O)(=O)c2ccccc2)cc1Cl,-7.2,23.8,2.0,-2.8,4.4,0.3,-18.9,37.1,-12.4
Cc1nc2ccccc2n1CCOc1ccc([N+](=O)[O-])cc1,6.4,1.4,2.0,0.2,6.4,-0.1,-11.4,7.6,9.6
Cc1cccc(N2CCN(C(=S)Nc3ccc4nc(N5CCN(C)CC5)cc(C)c4c3)CC2C)c1 (centres undefined),6.7,24.7,0.0,17.1,3.6,-2.1,-28.6,106.3*,22.4
COc1ccc(NC2CS(=O)(=O)CC2NCc2ccco2)cc1 (centres undefined),-8.5,7.1,-0.1,11.0,7.8,0.3,-1.9,0.8,8.4
O=C(CCN1C(=O)c2ccc([N+](=O)[O-])cc2C1=O)Nc1cccc(O)c1,1.9,11.9,-0.3,2.9,8.1,0.8,-3.2,-1.1,-3.0[fluorescence artefact?]
Cc1ccc(S/C=C\C(=O)c2ccccc2)cc1,6.4,1.9,0.0,-9.2,15.8,0.6,-18.2,55.3,-1.8
